Screening data: PubChem, Emory University Molecular Libraries Screening Center
ERb SRC1 inh – inhibitors of ERβ-SRC1 coactivator interaction, primary screen, biochemical, TR-FRET, ERβ LBD, SRC-1 peptide; Estrogen receptor beta (Homo sapiens), Q92731; TR-FRET ER-beta LBD / SRC1-Cy5 peptide binding; receptor agonist-loaded with 1 µM estradiol; inhibition, % at 25.6 µM; 86,000 tested, 1.3% active; AID 633, 2007;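 active means compounds whose percent inhibition of the receptor-coactivator binding signal exceeds about 50% in the single-dose screen, limit read from the data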;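 further: 0% = receptor plus peptide wells without compound and 100% = peptide-only wells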
Target sequence (Q92731 whole entry, looked up, the tested form may be a part): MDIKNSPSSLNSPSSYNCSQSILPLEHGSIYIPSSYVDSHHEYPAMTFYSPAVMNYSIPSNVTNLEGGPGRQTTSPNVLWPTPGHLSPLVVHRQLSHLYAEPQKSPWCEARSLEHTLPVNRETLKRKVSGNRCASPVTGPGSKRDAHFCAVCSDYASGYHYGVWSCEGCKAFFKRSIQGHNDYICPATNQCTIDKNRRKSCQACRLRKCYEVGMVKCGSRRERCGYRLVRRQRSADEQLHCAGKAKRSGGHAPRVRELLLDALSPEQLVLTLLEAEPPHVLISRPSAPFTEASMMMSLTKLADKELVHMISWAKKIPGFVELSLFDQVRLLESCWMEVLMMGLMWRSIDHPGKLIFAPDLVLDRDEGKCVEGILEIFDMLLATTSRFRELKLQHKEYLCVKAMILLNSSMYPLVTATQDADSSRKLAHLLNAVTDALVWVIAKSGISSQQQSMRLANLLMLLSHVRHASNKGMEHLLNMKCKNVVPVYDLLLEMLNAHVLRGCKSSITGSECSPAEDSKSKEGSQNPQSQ
ERa SRC1 inh – ERα–SRC-1 coactivator interaction inhibitors, primary screen, biochemical, TR-FRET, ERα LBD, estradiol-bound. Estrogen receptor (Homo sapiens), P03372. TR-FRET ER-alpha LBD / SRC-1 peptide. inhibition, % at 25.6 µM. 86,000 tested, 1.7% active. AID 629, 2007; in the data active means inhibition above about 50%;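 further: 0% = receptor plus peptide control and 100% = peptide only without receptor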
ERa SRC1 pot – enhancers of ERα–SRC-1 coactivator binding, primary screen, biochemical, TR-FRET, ERα LBD, low estradiol; Estrogen receptor (Homo sapiens), P03372; TR-FRET ERalpha-LBD/SRC-Cy5 coactivator binding, 2 h; 100 = basal binding, no effect; coactivator binding (% of control), % at 25.6 µM; 86,000 tested, 1.3% active; AID 639, 2007; in the data active means activity above about 200%;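 further: binding measured in presence of low estradiol as agonist stimulus; 0% = peptide alone without receptor and 100% = receptor with peptide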
Starred values were filed as active, the others as inactive; [ ] = another dose, or the depositor's remark. Some of the compounds tested; rates above refer to the full screens.

Cc1nc2ccccn2c(=O)c1CCN1CCC(C(=O)c2ccc(F)cc2)CC1 was read as ERb SRC1 inh -2, ERa SRC1 inh -6 and ERa SRC1 pot 115.
`C[C@]12CCC(=O)C=C1CC[C@@H]1[C@@H]2CC[C@@]2(C)[C@H]1CC[C@]2(O)C(=O)CO` gave ERb SRC1 inh 11, ERa SRC1 inh -5 and ERa SRC1 pot 97.
`COc1ccc(/C=C/C(=O)Nc2ccccc2C(=O)O)cc1OC` gave ERb SRC1 inh -5, ERa SRC1 inh -2 and ERa SRC1 pot 119[fluorescence artefact?].
`Cc1cc(-c2ccccc2)nnc1NCCN1CCOCC1` gave ERb SRC1 inh -6, ERa SRC1 inh 3 and ERa SRC1 pot 114.
For CCC(C)n1ncn(-c2ccc(N3CCN(c4ccc(OCC5COC(Cn6cncn6)(c6ccc(Cl)cc6Cl)O5)cc4)CC3)cc2)c1=O (stereo not drawn) the results were ERb SRC1 inh -8[fluorescence artefact?], ERa SRC1 inh -6 and ERa SRC1 pot 96.
`C1CCC(C(CC2CCCCN2)C2CCCCC2)CC1` (stereo not drawn) gave ERb SRC1 inh 1, ERa SRC1 inh 8 and ERa SRC1 pot 95.

Entries above with nitrogen in an aromatic ring:
Cc1nc2ccccn2c(=O)c1CCN1CCC(C(=O)c2ccc(F)cc2)CC1 was read as ERb SRC1 inh -2, ERa SRC1 inh -6 and ERa SRC1 pot 115.
`Cc1cc(-c2ccccc2)nnc1NCCN1CCOCC1` gave ERb SRC1 inh -6, ERa SRC1 inh 3 and ERa SRC1 pot 114.
For CCC(C)n1ncn(-c2ccc(N3CCN(c4ccc(OCC5COC(Cn6cncn6)(c6ccc(Cl)cc6Cl)O5)cc4)CC3)cc2)c1=O (stereo not drawn) the results were ERb SRC1 inh -8[fluorescence artefact?], ERa SRC1 inh -6 and ERa SRC1 pot 96.
